Source: PubChem BioAssay
GRK2 aptamer HTS: compounds blocking aptamer binding on GRK2 – biochemical, human GRK2, bead flow cytometry, HTS, primary screen | Beta-adrenergic receptor kinase 1 (Homo sapiens), P25098 | FAM-aptamer displacement from GRK2 | inhibition of aptamer binding, % at 10 µM | 330,000 compounds, 0.59% hits | AID 488847, 2010;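 active = inhibition of aptamer binding above 40%, roughly 3 SD of noise, on plates passing a quality check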;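 also: median bead fluorescence of bound FAM aptamer so fluorescent compounds give negative values; no value below 0 was filed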
PME-1 inh: PME-1 inhibitors via competitive probe labeling, primary screen, biochemical, fluorescence polarization, FP-Rh probe, HTS | recombinant PME-1 | inhibition, % at 5.9 µM | 320,000 compounds, 0.53% hits;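 active = inhibition above the campaign mean of all compounds plus 3 SD, cut at about 26% in these data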;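 also: competitive labeling of PME-1 active site by serine hydrolase directed probe; 0% = PME-1 with DMSO and 100% = wells lacking PME-1 enzyme; inhibitors block probe labeling so polarization falls and inhibition rises; many of its hits are not listed in these tables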
MEX-5 binding: MEX-5 zinc finger RNA-binding disruptors – biochemical, C. elegans, fluorescence polarization, MLPCN library, primary screen | MEX-5/FITC-TCR2 RNA binding; active compounds read low | Zinc finger protein mex-5 (Caenorhabditis elegans), Q9XUB2 | AID 1832, 2009 | 300,000 compounds, 0.38% hits | activity score (negative = inhibition of binding), % at 10 µM;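 active = inhibition past about -25% in most replicates, and total fluorescence under double the plate's negative control median, limit read from the data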;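 also: 0% = DMSO and -100% = 5 µM competing unlabeled TCR2 RNA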
Efflux pump mplx: inhibitors of Candida efflux pumps in yeast, primary screen, S. cerevisiae, Nile Red, multiplex; S. cerevisiae Candida pump triplex; inhibition, % at 10 µM; 330,000 compounds, 0.44% hits;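 active = plate passing quality check with inhibition over a set limit, or well fluorescence over plate mean plus 4 SD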;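 also: Nile Red retained in pooled yeast measured as flow cytometry median fluorescence; 0% = buffer negative control and 100% = Enniatin B positive control; higher means more Nile Red kept so more efflux inhibition; some compounds called inactive have numbers as strong as hits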
BCLXL inh: inhibitors of human Bcl-xL, primary screen, biochemical, fluorescence polarization, HTS; 320,000 compounds, 0.7% hits; inhibition, % at 10.9 µM; GST-Bcl-xL / FITC-Bim BH3 peptide fluorescence polarization; Bcl-2-like protein 1 (Homo sapiens), Q07817;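 active = inhibition above the mean of all tested compounds plus 3 SD, cutoff set per campaign, cut at about 30% in these data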;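 also: 0% = DMSO wells and 100% = unlabeled Bim-BH3 peptide competitor; inhibitors lower millipolarization by displacing the labeled peptide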
Target sequence (Q07817 whole entry, looked up): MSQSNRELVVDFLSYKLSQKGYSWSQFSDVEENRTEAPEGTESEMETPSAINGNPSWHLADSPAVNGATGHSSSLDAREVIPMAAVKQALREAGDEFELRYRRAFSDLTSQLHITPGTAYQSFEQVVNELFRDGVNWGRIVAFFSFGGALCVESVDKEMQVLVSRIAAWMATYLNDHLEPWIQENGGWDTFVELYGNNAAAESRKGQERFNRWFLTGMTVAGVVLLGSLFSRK
VLA-4 inh: inhibition in human VLA-4 binding assay, primary screen, VLA-4 allosteric modulator project, MLPCN library, flow cytometry, VLA-4 expressing cells; 330,000 compounds, 0.2% hits; inhibition, % (about 7 µM as worked out from the volumes in the protocol); ligand binding flow cytometry; AID 2557, 2010; in the data active = inhibition above about 50%
MCL1-BIM inh: inhibitors of MCL1 binding to BIM-BH3, primary screen, biochemical, fluorescence polarization | Induced myeloid leukemia cell differentiation protein Mcl-1 (Homo sapiens), Q07820 | GST-MCL1 / FITC-Bim-BH3 fluorescence polarization | inhibition, % at 10.9 µM | 320,000 compounds, 0.68% hits | AID 2057, 2009;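 active = inhibition above the mean inhibition of all tested compounds plus 3 SD, set per campaign, cut at about 40% in these data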;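 also: 0% = DMSO wells and 100% = unlabeled Bim-BH3 peptide control; higher means more loss of mP so more displacement of Bim peptide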
Target sequence (Q07820 whole entry, looked up): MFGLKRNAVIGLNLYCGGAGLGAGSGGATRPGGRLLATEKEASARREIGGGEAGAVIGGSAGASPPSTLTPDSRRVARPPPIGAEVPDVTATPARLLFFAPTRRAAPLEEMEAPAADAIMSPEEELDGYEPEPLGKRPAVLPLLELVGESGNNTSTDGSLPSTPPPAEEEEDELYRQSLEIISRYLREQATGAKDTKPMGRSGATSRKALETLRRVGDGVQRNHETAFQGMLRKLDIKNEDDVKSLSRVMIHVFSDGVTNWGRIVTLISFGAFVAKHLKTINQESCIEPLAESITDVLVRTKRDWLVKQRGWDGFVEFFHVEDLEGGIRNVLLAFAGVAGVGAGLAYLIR
GLD-1 TGE inh: GLD-1/TGE RNA complex disruptors, primary screen, biochemical, fluorescence polarization | purified GLD-1 + fluorescein TGE RNA | inhibition, % at 5.96 µM | 320,000 compounds, 0.44% hits | AID 2280, 2010;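 active = percent inhibition above a per-plate cutoff, the plate mean of test compounds plus 3 SD, cut at about 30% in these data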;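 also: 0% = DMSO wells with GLD-1 and probe and 100% = wells lacking GLD-1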
Target sequence (Q17339 whole entry, looked up): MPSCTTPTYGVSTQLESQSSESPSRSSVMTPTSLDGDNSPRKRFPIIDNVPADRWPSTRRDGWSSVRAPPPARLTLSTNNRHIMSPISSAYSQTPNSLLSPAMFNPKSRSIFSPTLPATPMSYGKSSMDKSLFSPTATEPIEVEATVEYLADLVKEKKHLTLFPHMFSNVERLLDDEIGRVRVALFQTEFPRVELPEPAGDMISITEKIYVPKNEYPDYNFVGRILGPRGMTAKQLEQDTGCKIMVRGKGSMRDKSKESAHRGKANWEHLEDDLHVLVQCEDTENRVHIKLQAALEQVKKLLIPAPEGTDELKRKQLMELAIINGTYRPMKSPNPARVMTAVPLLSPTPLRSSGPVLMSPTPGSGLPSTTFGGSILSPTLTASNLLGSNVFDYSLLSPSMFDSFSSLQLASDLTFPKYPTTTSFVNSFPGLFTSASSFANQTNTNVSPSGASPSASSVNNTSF
Fam108B counter: mouse Fam108B serine hydrolase inhibitors, primary screen, counter-screen for RBBP9 inhibitor project, biochemical, fluorescence polarization | 300,000 compounds, 0.33% hits | AID 1947, 2009 | recombinant Fam108B, FP-Rh probe fluorescence polarization | inhibition, % at 9.51 µM;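 active = inhibition above the screen mean inhibition plus 3 SD, computed separately per campaign, cut at about 18% in these data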;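 also: inhibitors lower polarization as less probe binds the enzyme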
Active calls of the source: *; . = not tested or not shown.

Compound,MEX-5 binding,PME-1 inh,Fam108B counter,GRK2 aptamer HTS,GLD-1 TGE inh,MCL1-BIM inh,Efflux pump mplx,VLA-4 inh,BCLXL inh
COC(=O)c1ccccc1NC(=O)CSc1nc2c(c(=O)[nH]1)CCC2,5.2,-1.0,1.5,3.0,-4.4,0.9,0.1,-0.2,1.3
O=C(O)c1ccc(C(=O)Nc2cccc(NC(=O)C3CCCO3)c2)cc1 (stereo not given),2.2,-9.2,2.4,0.0,-10.5,1.3,-0.1,-2.0,2.0
O=C(O)CCCC(=O)N1CCOCCOCCOCCOCC1,2.8,4.2,-1.0,2.0,1.5,5.2,0.0,5.0,5.5
O=C(COc1ccc2ccccc2c1)NC1=NCCS1,1.5,0.9,1.1,2.0,-2.8,2.1,-0.1,3.1,-1.4
COc1ccc(OC)c(S(=O)(=O)N2CCCC(C(=O)NCc3ccccn3)C2)c1 (stereo not given),0.0,1.3,-2.8,2.0,-2.0,-0.5,0.3,1.8,-1.8
CCC(c1nc2ccccc2c(=O)n1-c1nc2ccccc2s1)N1C(=O)c2ccccc2C1=O (stereo not given),0.1,2.7,0.8,2.0,4.1,7.6,4.2,20.7,4.4
CC(=O)OC1CC2(C)C(=O)CCC2C2CCc3cc(O)ccc3C12 (stereo not given),-1.0,0.7,-8.8,1.0,1.0,2.7,0.0,-8.4,0.7
C=CC[C@@H](CC(=O)N[C@@H](CO)Cc1ccccc1)C(=O)N[C@H](C)COC(=O)[C@@H](CC=C)Cc1ccc(F)cc1,.,.,.,0.0,0.0,.,0.2,7.6,.
Cn1c(-c2ccc(Br)cc2)cnc1NCc1ccc(C#N)cc1,-0.1,-1.8,4.2,0.0,-1.6,6.1,-0.2,-8.4,3.2
COCCn1cnc2c1c(=O)n(CC(=O)O)c(=O)n2Cc1ccccc1,2.1,2.1,0.2,1.0,-2.4,-16.0,0.8,13.9,-3.5
CCCCOc1ccc(C(=O)NCc2ccccn2)cc1,0.6,3.8,2.7,0.0,6.8,11.5,-0.1,-7.7,5.5
Cc1cc(C)c(C#N)c(SCCS(=O)(=O)c2ccc(Cl)cc2)n1,-0.7,13.1,0.2,0.0,6.1,7.2,-0.1,10.7,6.2
CCn1c(SCC(=O)Nc2nc(-c3ccc(C)cc3)cs2)nnc1-c1ccccc1,-0.7,4.3,-2.6,0.0,-2.8,4.7,0.5,0.0,7.9
CC(C(Sc1ccccc1N)c1ccccc1)[N+](=O)[O-] (stereo not given),1.5,8.4,-1.4,0.0,5.8,14.1,-0.1,21.8,9.5
COC(=O)C1=C(C)N(C)C(C)=C(C(=O)OC)C1c1ccsc1,-0.7,3.5,-3.2,1.0,1.4,12.2,0.0,6.0,8.4
Cc1ccccc1C(=O)Nc1ccnn1C1CCN(C(=O)c2cnsn2)CC1,-1.1,-1.2,3.4,1.0,-2.8,8.0,0.2,7.4,2.0
CC(C)(C)OC(=O)NCCCC[C@H](NC(=O)[C@H](Cc1c[nH]c2ccccc12)NC(=O)OCc1ccccc1)C(=O)O,1.9,-3.4,0.3,1.0,-7.9,-0.1,0.5,1.6,6.0
Cc1ccc(NCN2C(=O)C3C4CCC(C4)C3C2=O)cc1 (stereo not given),0.9,-4.5,1.4,1.0,7.8,-0.6,-0.1,31.8,6.2
Cc1cccnc1NC(=O)c1ccccc1-c1ccccc1C(=O)Nc1ncccc1C,1.3,-6.7,-1.2,0.0,5.8,0.6,0.2,8.6,1.4
COc1ccc(OC)c(C2CC(=O)N3CN(c4ccccc4)CSC3=C2C#N)c1 (stereo not given),6.1,-2.3,7.7,1.0,-1.8,-12.5,-0.1,0.1,-25.1
CCOC(=O)C1=C(C)Nc2sc(C(=O)c3ccc(C)cc3)c(N)c2C1c1ccc(C(=O)OC)cc1 (stereo not given),1.8,-4.8,3.5,4.0,11.5,-13.8,-10.4,-26.3,3.4
COc1ccccc1CN1CC(C(=O)N2CCCCO2)CCC1=O (stereo not given),-2.0,-4.4,2.3,0.0,9.0,-1.8,-0.1,11.5,-2.5
CCN(CC)CCCNC(=O)c1cn(CCOC)c(=O)c2c1c1ccccc1n2C,.,0.2,-0.1,1.0,3.8,6.6,0.0,8.4,1.6
O=C(O)CCn1c(=O)oc2cc(S(=O)(=O)N3CCCC3)ccc21,.,.,.,0.0,1.4,.,0.3,0.5,.
COc1ccc(NC(=O)c2ccc(CN3CCN(c4ccccc4)CC3)cc2)cc1OC,.,-1.9,-5.8,3.0,-0.9,-3.2,0.1,8.1,0.1
CN(C(=O)c1ccccc1)C1c2c(ccc3ccccc23)OCC1CO (stereo not given),0.9,-1.6,-0.6,0.0,-0.6,-3.3,-0.1,15.4,-1.8
O=C(CCn1c(=O)c2cccn2c2ccc(F)cc21)NCc1cccc(F)c1,2.2,1.9,0.3,2.0,2.6,9.4,-0.1,0.7,3.6
N#C/C(=C\c1ccc(O)c(O)c1)C(=O)NCc1ccccc1,.,4.7,1.9,2.0,9.0,25.8,-0.1,-4.3,6.6
O=C(NC(=S)N1CCc2ccccc21)C1CCC1,0.6,1.6,2.6,0.0,1.6,-7.3,0.0,6.5,-3.8
O=C(Nc1nccs1)c1cccc(NC(=O)C2CC2)c1,-2.4,2.8,-3.3,0.0,1.5,1.3,-0.1,11.0,-0.2
Cc1ccc2cc(CCNC(=O)CCCc3ccccc3)c(=O)[nH]c2c1,-0.6,0.5,2.4,1.0,-1.2,3.5,-0.2,-4.4,5.2
Cc1cc(NS(=O)(=O)c2ccc(NC(=O)C(C(C)C)N3C(=O)c4ccccc4C3=O)cc2)nc(C)n1 (stereo not given),-1.4,2.9,0.7,0.0,6.7,4.2,-0.1,-6.6,4.2
COc1ccc(NC(=O)CCS(=O)(=O)c2ccc3c(c2)NC(=O)C(C)S3)cc1OC (stereo not given),-2.2,-0.4,3.8,0.0,9.8,-3.4,-0.1,5.7,4.3
CC(=O)NC(CC(=O)NNC(=O)c1cc2ccccc2cc1O)c1ccccc1 (stereo not given),-14.6,3.0,3.3,4.0,1.7,14.1,-0.2,12.0,9.2
Cc1cccc(C)c1OCCOC(=O)c1n[nH]c2ccccc12,-1.2,-7.1,0.8,0.0,11.4,1.8,0.1,-3.6,5.7
CCOc1ccc(NS(=O)(=O)c2cc(C(=O)NCCCN3CCOCC3)ccc2C)cc1,.,12.9,.,0.0,-4.1,9.1,0.2,6.9,5.9
CCN(CCCNC(=O)CN(C)S(=O)(=O)c1cccc2nsnc12)c1cccc(C)c1,1.3,4.1,6.9,0.0,10.1,3.6,-0.1,31.1,9.8
CC1(C)CC(NCc2ccncc2)CC(C)(C)N1,-2.0,5.3,13.3,0.0,1.4,2.2,0.0,2.6,-1.8
CC1CCC(=O)N(CCC#N)CC1 (stereo not given),-3.2,0.5,0.7,4.0,-4.7,4.8,0.1,24.2,7.2
CCN(C(=O)c1cn(CC)c(=O)c2cc(OC)c(OC)cc12)c1ccccc1C,-2.3,-3.6,1.9,0.0,6.0,-8.2,-0.1,14.4,1.5
O=[N+]([O-])c1cc(S(=O)(=O)N2CCCC2)ccc1NN=C1CCCC1,-1.9,-0.2,2.9,0.0,2.2,-0.2,0.0,16.9,3.3
Nc1nc(N)nc(-c2cccc(Cl)c2Cl)n1,.,-3.2,1.0,6.0,0.0,8.3,0.0,48.4,4.5
Nc1nonc1-n1nnc(C(=O)N/N=C/c2cccc(Cl)c2)c1CSc1ccc(Cl)cc1,-0.5,1.9,-2.1,0.0,2.2,10.2,-0.1,5.1,4.5
O=C(COC(=O)Cc1ccc(F)cc1)NC(=O)c1ccccc1,2.1,2.0,-0.8,5.0,8.6,-3.2,-0.2,11.9,-1.0
O=C(c1ccco1)N1CCN(c2nc(C3CC3)nc3c2nnn3Cc2ccccc2Cl)CC1,-1.1,0.2,-7.5,0.0,4.1,4.3,0.1,-14.1,2.1
CCNc1ccc(C(=O)OCC)cc1NC(=O)c1cc(S(=O)(=O)N2CCOCC2)ccc1C,1.5,7.0,3.4,0.0,-5.6,-1.3,0.0,4.2,3.2
COc1ccc(C(=O)N=c2sc3ccccc3n2C)cc1OC,-0.2,-8.1,0.9,2.0,8.9,3.2,0.0,-3.2,7.1
COc1ccc(NC(C)=O)cc1NC(C)C(=O)Nc1cc(C(F)(F)F)ccc1N1CCOCC1 (stereo not given),-1.0,-2.2,0.3,0.0,2.1,-3.0,-0.2,2.0,3.2
OCCN1CCN(Cc2ccc3ccccc3c2)CC1,-0.8,0.0,3.2,0.0,-3.9,6.1,0.0,7.1,1.8
CCC(C)[C@H]1CN=C(N)N1CCCc1cc(OC)c(OC)c(OC)c1 (stereo not given in full),-0.2,-0.6,-0.2,0.0,-0.5,2.7,0.0,2.1,3.6

Next compounds
Compound,MEX-5 binding,PME-1 inh,Fam108B counter,GRK2 aptamer HTS,GLD-1 TGE inh,MCL1-BIM inh,Efflux pump mplx,VLA-4 inh,BCLXL inh
O=C(COc1ccc2ccccc2c1)Nc1ccc(Br)cc1C(=O)O,-2.1,-133.9,-19.2,4.0,6.6,-10.0,0.4,-9.1,-1.2
COc1ccc(C(=O)N[C@H](C(=O)NCCCSc2ccccc2)C(C)C)cc1,.,.,.,1.0,2.8,.,-0.3,9.3,.
C/C(N)=C(/C#N)C(=O)CSc1nnc(-c2ccc(OC(F)F)cc2)o1,1.1,2.6,1.6,.,0.5,1.9,-0.1,0.1,-2.6
COc1ccc(NC2CC(=O)N(c3cc([N+](=O)[O-])ccc3C)C2=O)cc1 (stereo not given),0.7,1.7,1.8,18.0,-5.0,4.6,1.1*,5.2,3.7
COc1ccc(NC(=O)CN(C)S(=O)(=O)c2cnc[nH]2)cc1OC,3.0,4.3,2.7,2.0,-3.4,5.2,-0.1,6.0,7.1
CCN(C[C@H]1N[C@@](Cc2ccccc2)(C(=O)OC)[C@H]2C(=O)N(C)C(=O)[C@@H]12)S(=O)(=O)c1ccc(OC(F)(F)F)cc1,.,.,.,0.0,5.6,.,0.6,-22.4,.
Cc1noc(C)c1S(=O)(=O)N1CCC(C(=O)c2ccccc2)CC1,-1.7,2.2,-2.4,1.0,4.9,-2.7,-0.1,3.7,6.0
COc1nc(N2CCOCC2)nc(C)c1[N+](=O)[O-],0.9,-1.7,-2.6,1.0,5.3,4.8,-0.6,-0.6,0.2

An excerpt, so the mix of outcomes need not match the whole.
